HCV inhibitor – inhibitors of hepatitis C virus infection; Potency, µM (top dose mostly 41.8 µM), for inactives: at the highest dose activity change, negative = inhibition, actives largely listed as inhibitors; Huh7.5.1 HCVcc-Cre infection, luciferase reporter, 44 h; 340,000 compounds, 3.4% hits
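Cells (1,000/well) were plated 4 h before compound, then infected with HCVcc-Cre virus (~0.5 moi). After 44 h further culture, infection was read as luciferase luminescence following a 15 min substrate incubation at room temperature.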
Pf growth 48h – inhibits P. falciparum growth in the first generation, 48 h. P. falciparum luciferase growth in erythrocytes, 48 h. Potency, µM (doses to about 28.7 µM), without a hit: at the highest dose activity change, negative = inhibition, usual class: inhibitors. 310,000 compounds, 5.9% hits
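Luciferase-expressing P. falciparum in infected erythrocytes (2% hematocrit, 0.1% parasitemia final) in RPMI 1640/0.5% Albumax were exposed to compound for 48 hours at 37 C, 5% CO2; growth read as luminescence.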
LmPK inh – blocks Leishmania mexicana pyruvate kinase activity. purified LmPK, Kinase-Glo ATP luminescence, 1 h. 290,000 compounds, 0.37% hits. Q27686. Potency, µM (titrated, usually from 57.5 µM), for the others: at the highest dose activity change, negative = inhibition, actives largely listed as inhibitors
Target sequence (Q27686 whole entry, looked up): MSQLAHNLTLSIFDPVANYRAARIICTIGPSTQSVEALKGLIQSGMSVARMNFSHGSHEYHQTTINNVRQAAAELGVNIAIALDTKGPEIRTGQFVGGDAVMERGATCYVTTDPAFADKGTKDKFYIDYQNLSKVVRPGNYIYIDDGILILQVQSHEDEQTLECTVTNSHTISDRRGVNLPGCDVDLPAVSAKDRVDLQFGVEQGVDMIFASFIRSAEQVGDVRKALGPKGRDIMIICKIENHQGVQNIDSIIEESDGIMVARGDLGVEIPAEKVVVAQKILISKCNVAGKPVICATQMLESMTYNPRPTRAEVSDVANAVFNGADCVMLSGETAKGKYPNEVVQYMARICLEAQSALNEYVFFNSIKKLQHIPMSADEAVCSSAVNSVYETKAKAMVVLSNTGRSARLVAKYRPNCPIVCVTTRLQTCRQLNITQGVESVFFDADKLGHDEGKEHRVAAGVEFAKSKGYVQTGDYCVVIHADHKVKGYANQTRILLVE
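ATP generated from ADP (0.1 mM) and PEP (0.5 mM) by 0.1 nM LmPK over 1 h at room temperature (pH 7.2 imidazole buffer) was detected by coupled luciferase luminescence. Values were normalized to uninhibited and no-enzyme wells.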
Tb PYK inh – inhibitors of Trypanosoma brucei pyruvate kinase; TbPYK enzyme, Kinase-Glo Plus ATP luminescence, 45 min; Potency, µM (series often up to 76.8 µM), without a hit: at the top dose activity, negative = inhibition, usual class: inhibitors; 410,000 compounds, 0.12% hits; AID 624173; also: nearly all actives have a fitted effect of over 50% in size
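TbPYK + substrate in 50 mM TEA pH 7.2, 100 mM KCl, 10 mM MgCl2, 0.05% BSA, 0.01% Tween-20; cpd pinned; ADP 130 uM final; 45 min RT; Kinase-Glo Plus 10 min; luminescence endpoint.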
Pf growth 96h – inhibits malaria parasite growth, 96 h; P. falciparum luciferase reporter growth, 96 h; Potency, µM (top dose mostly 28.7 µM), for inactives: at the highest dose activity change, negative = inhibition, hits mostly inhibitors; 320,000 compounds, 6.9% hits
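Erythrocytes infected with luciferase-expressing P. falciparum were dispensed at 2% hematocrit and 0.05% parasitemia (final), then incubated with compounds 96 hours at 37 C in 5% CO2. Luminescence after detection reagent addition reported growth.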
Sm TGR block – inhibitors of Schistosoma mansoni thioredoxin glutathione reductase. purified TGR, DTNB reduction, TNB absorbance 405 nm. Potency, µM (top dose mostly 114 µM), inactives show at the top dose activity change, negative = inhibition, actives largely listed as inhibitors. 360,000 compounds, 3% hits. Q962Y6; also: nearly all actives have a fitted effect of over 60% in size
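TGR 20 nM + NADPH 100 uM (dispensed conc.), cpd preinc 15 min RT; start with NADPH (500 uM addition) then DTNB (15 mM addition). Kinetic TNB absorbance, 405 nm filter. Four-parameter Hill fit across titration.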
Active calls of the source: *; ? = inconclusive; . = no result given; & = joins results of further samples; [ ] = another dose, or the depositor's remark. Calls follow the shape of the dose curve; as a rule, active = well fitted curve in the direction sought with a large enough effect; inconclusive = small, poorly fitted or top-dose-only effect, or another doubt; inactive = no such curve, though single readings can be large; an effect the other way counts as inactive or inconclusive. % is scaled to controls: 0 for no effect and ±100 for the full control effect; potency is read from the fitted curve at half-maximal effect.

SMILES	HCV inhibitor	Pf growth 48h	LmPK inh	Tb PYK inh	Pf growth 96h	Sm TGR block
COc1ccccc1N1CCN(C(=O)CCC(=O)Nc2nnc(CC(C)C)s2)CC1	4.1%	0.0%	7.2%	7.6%	4.4%	17.4%
O=C(Cc1ccc(Cl)cc1Cl)OCC(=O)c1ccc[nH]1	0.7%	.	3.2%	0.6%	30.5%[activator]	-11.0%
O=C(CSc1nc(N2CCOCC2)nc(N2CCOCC2)n1)Nc1ccc(Cl)cc1Cl	?	?	-9.9%	3.1%	?	0.5%
CN(C(N)=S)c1ccccc1	?	2.0%	3.1%	-6.6%	-11.0%	-23.3%
CC(=O)NCC(=O)NC(C(=O)Nc1ccc2c(c1)OCCO2)c1ccc(C)cc1 (stereo unspecified)	-7.5%	24.7%	-11.7%	-4.0%	?	-17.0%
O=C(NCc1nnc(SCC(=O)N2CCN(c3ccccc3)CC2)o1)c1ccc(F)cc1	.	-6.6%	8.0%	-2.1%	-13.5%	-2.3%
Cc1cccn2c(=O)c3cc(C(=O)NCCCN4CCOCC4)n(C)c3nc12	0.8%	-6.6%	-0.7%	.	15.0%	-1.6%
Cc1ccc(NC(=O)CN2CCN(S(=O)(=O)c3ccc(F)cc3)CC2)cc1C	7.3%	?	.	-6.0%	?	-1.0%
CCOc1cc(/C=N/NC(=O)Cn2nc([N+](=O)[O-])cc2C)cc(Br)c1OCc1ccccc1F	15.2%	.	1.6%	7.2%	18.5%	-2.4%
CCCCN(C)C(=O)c1cc2cc3ccc(OC)cc3nc2s1	11.2µM*	114.3%[activator]	14.1µM*	?	26.9%	14.2%
CCOc1ccc(NC(=O)C(C)Oc2ccc(C#N)cc2)cc1S(=O)(=O)N1CCCC1 (stereo unspecified)	-18.2%	?	.	-2.0%	?	-3.9%
Clc1ccccc1/C=N/c1cc(-c2ccccc2)nn1-c1ccccc1	-29.8%	?	-3.0%	-12.1%	29.5%	-0.3%
COc1ccc(-c2oc3ncnc(NCCCN(C)C)c3c2-c2ccc(OC)cc2)cc1	?	?	0.9%	0.6%	?	8.1%
CCCCN(CC)CCNC(=O)C1CCN(S(=O)(=O)c2cccc3nsnc23)CC1	4.1%	?	3.5%	-1.2%&-0.8%	37.0%[activator]	-6.1%&2.0%
O=[N+]([O-])c1ccccc1S(=O)(=O)N1CCN(Cc2cc3c(cc2O)OCO3)CC1	10.3%	9.3%	3.4%	-13.5%	?	0.562µM*

The last three compounds of the section above lead into the next:
SMILES	HCV inhibitor	Pf growth 48h	LmPK inh	Tb PYK inh	Pf growth 96h	Sm TGR block
COc1ccc(-c2oc3ncnc(NCCCN(C)C)c3c2-c2ccc(OC)cc2)cc1	?	?	0.9%	0.6%	?	8.1%
CCCCN(CC)CCNC(=O)C1CCN(S(=O)(=O)c2cccc3nsnc23)CC1	4.1%	?	3.5%	-1.2%&-0.8%	37.0%[activator]	-6.1%&2.0%
O=[N+]([O-])c1ccccc1S(=O)(=O)N1CCN(Cc2cc3c(cc2O)OCO3)CC1	10.3%	9.3%	3.4%	-13.5%	?	0.562µM*
CCN1CCN(Cc2cc(Br)ccc2O)CC1	35.5µM*	13.1µM*	1.2%	-14.7%	.	-8.8%
O=C(O)c1ccc(-n2nc(-c3ccccc3)c3ccccc3c2=O)cc1	12.4%	10.0%	4.2%	-7.8%	24.2%	-1.0%
Fc1ccc(C(c2nnnn2C2CCCC2)N2CCN(Cc3ccccc3)CC2)cc1 (stereo unspecified)	29.9%	9.28µM*	3.0%	-5.7%	.	?
Cc1nn(-c2ncc(C(F)(F)F)cc2Cl)c(=O)n1-c1ccccc1F	6.8%	-24.3%	-3.2%	3.1%	-2.0%	6.1%
Nc1nnc(SCC(=O)N2CCCCC2)s1	1.3%	9.7%	-7.6%	-2.2%	89.1%[activator]	-1.5%
Cc1ccc(CNC(=O)CCNC(=O)Cn2ccc3ccccc3c2=O)o1	7.8%	6.7%	-0.8%	.	48.6%[activator]	0.0%
CCOc1ccc(C(=O)NCc2ccco2)cc1	21.7%	.	0.0%	-4.4%	12.8%	9.7%[11.4 µM]
Cn1c(=O)n(C)c2cc(S(=O)(=O)NCc3ccccc3)ccc21	-9.4%	-1.3%	-1.2%	8.7%	25.3%	1.8%
Cc1nc2cc(NC(=O)Nc3ccc(Br)cc3)ccc2o1	?	87.5%[activator]	-1.8%	0.1%	-3.1%	-3.3%
CCOC(=O)c1sc(NC(=O)c2cccc(S(=O)(=O)N3CCN(C)CC3)c2)cc1C	?	2.33µM*	4.0%	-4.6%	-8.8%	22.8%
O=C(NNC(=O)c1cccnc1)NC1CCCCC1	15.5%	7.7%	7.5%	3.6%	-38.0%	3.8%
CCN1CCc2c(OCC(=O)N3N=C(c4cccs4)CC3c3ccc(F)cc3)cccc2C1=O (stereo unspecified)	10µM*	9.28µM*	1.6%	-14.7%	?	2.4%
Cc1ccc(C(c2nnnn2C2CCCCC2)N2CCN3CCCC3C2)cc1 (stereo unspecified)	-26.0%	?	-1.5%	0.1%	?	-26.7%
CN(C)S(=O)(=O)c1cccc(COC(=O)c2ccc3c(c2)OCO3)c1	?	16.1%	0.1%	0.9%	64.1%[activator]	0.7%
O=C(/C=C/Sc1ccccc1)c1ccccc1	?	.	?	7.9%	?	10µM*

Laid out differently: 4 of the compounds above
| compound | HCV inhibitor | Pf growth 48h | LmPK inh | Tb PYK inh | Pf growth 96h | Sm TGR block |
| --- | --- | --- | --- | --- | --- | --- |
| Nc1nnc(SCC(=O)N2CCCCC2)s1 | 1.3% | 9.7% | -7.6% | -2.2% | 89.1%[activator] | -1.5% |
| Cc1ccc(CNC(=O)CCNC(=O)Cn2ccc3ccccc3c2=O)o1 | 7.8% | 6.7% | -0.8% | . | 48.6%[activator] | 0.0% |
| CCOc1ccc(C(=O)NCc2ccco2)cc1 | 21.7% | . | 0.0% | -4.4% | 12.8% | 9.7%[11.4 µM] |
| Cn1c(=O)n(C)c2cc(S(=O)(=O)NCc3ccccc3)ccc21 | -9.4% | -1.3% | -1.2% | 8.7% | 25.3% | 1.8% |

Next section
SMILES	HCV inhibitor	Pf growth 48h	LmPK inh	Tb PYK inh	Pf growth 96h	Sm TGR block
Cc1ccccc1N(CC(=O)N1CCc2ccccc2C1)S(C)(=O)=O	-1.2%	-1.2%	-2.6%	-2.6%	59.9%[activator]	8.9%
COC(=O)c1c(C(=O)OC)c(-c2ccc(C)cc2)n2c1CCC2	?	0.0%	2.9%	1.8%	?	8.2%
COc1ccc([C@H]2CC(=O)C=C(c3c(OC)cccc3OC)C2)cc1	?	?	.	-2.1%	-17.0%	1.1%
COc1ccccc1C(=O)Nc1cccc2c1CCCC2	?	-10.0%	-6.8%	3.5%	?	2.0%
Cc1ccc(C(c2nnnn2C(C)(C)C)N2CCN(C3CCCC3)CC2)cc1 (stereo unspecified)	1.4%	-1.0%	6.1%	2.9%	13.5%	1.6%
Cc1cccc(C(=O)O)c1[N+](=O)[O-]	18.0%	44.3%[activator]	.	-0.3%	19.1%	0.4%
O=C(CN1CCN(c2ccccn2)CC1)Nc1ccc(OC(F)(F)F)cc1	-4.3%	-0.6%[0.00184 µM]	-4.3%	-0.8%	15.2%	-18.2%
Cc1ccc(S(=O)(=O)NCC(c2cccnc2)N2CCN(Cc3ccccc3)CC2)cc1 (stereo unspecified)	-5.6%	?	-6.1%	-4.7%	?	3.1%
COc1ccc(NC2CS(=O)(=O)CC2OC(=O)c2ccc(F)cc2)cc1 (stereo unspecified)	21.2%	12.2%	-1.3%	?	445.1%[activator]	0.4%
O=C1C=C(/C=C/C2C=CC=CC2)C[C@@H](c2ccc(Cl)cc2)C1 (stereo partly specified)	?	?	.	5.0%	?	-25.8%
C[N+]1(CC(=O)OCCCc2ccccc2)CCOCC1	6.7%	15.0%	-1.1%	?	-40.7%	8.7%
Nc1ccc(S(=O)(=O)NC2(C(F)(F)F)NC(=O)N(c3ccc(F)cc3)C2=O)cc1 (stereo unspecified)	?	39.0%[activator]	-3.6%	4.7%	21.8%	-2.2%
COc1ccc(NC(=O)COc2ccc(C)c(C)c2)cc1S(=O)(=O)N1CCCCC1	?	-24.4%	.	0.1%	?	-9.0%
O=C(O)c1ccc(NC(=O)C(c2ccccc2)c2ccccc2)cc1	-2.2%	-24.4%	-0.1%	-4.5%	?	10.4%
Cc1cccc(C)c1OCC(=O)N1CCc2ccccc2C1	-20.3%	?	1.0%	4.4%	7.38µM*	-28.5%
O=C(c1ccco1)N1CCN(C(=O)C23CC4CC(CC(C4)C2)C3)CC1	11.4%	2.5%	-3.1%	4.7%	?	88.4%[activator]
CCC1CCCCN1CCCNC(=O)C1CCN(c2ncnc3c2nc2n3CCCCC2)CC1 (stereo unspecified)	3.3%	-14.7%	0.0%	3.2%	?	6.1%
COC(=O)c1ccccc1NC(=O)CSc1nncn1-c1ccccn1	13.0%	22.2%	0.2%	-1.8%	-13.8%	1.4%
CC(C)NC(=O)/C(C#N)=C\c1ccc(N(C)C)o1	-6.8%	?	5.0%	0.2%	43.8%[activator]	2.1%
Cc1oc(-c2ccccc2)cc1C(=O)Nc1cccc(/C=C/C(=O)O)c1	7.0%	8.1%	5.8%	-10.4%	-5.0%	-0.9%[57.1 µM]
COc1ccccc1CN(C(=O)c1ccco1)C(C(=O)NC1CCCC1)c1ccncc1 (stereo unspecified)	-1.0%	?	7.8%	-5.4%	?	?
COC(=O)C(NC=O)C(O)(Cc1ccccc1)C(F)(F)F (stereo unspecified)	22.3%	46.1%[activator]	-3.8%	0.3%	-11.5%	4.7%
O=C(Nc1ccc(Cl)cc1F)C1CCN(S(=O)(=O)c2cccnc2)CC1	-13.3%	-27.3%	-0.3%	-4.4%	0.0%	-1.3%

2 of the compounds above, with values under each structure:
The line under a structure holds: HCV inhibitor	Pf growth 48h	LmPK inh	Tb PYK inh	Pf growth 96h	Sm TGR block
O=C(c1ccco1)N1CCN(C(=O)C23CC4CC(CC(C4)C2)C3)CC1
 : 11.4%	2.5%	-3.1%	4.7%	?	88.4%[activator]
CCC1CCCCN1CCCNC(=O)C1CCN(c2ncnc3c2nc2n3CCCCC2)CC1 (stereo unspecified)
 : 3.3%	-14.7%	0.0%	3.2%	?	6.1%
